# Source: PubChem (National Center for Advancing Translational Sciences (NCATS))
# VP16 counter – counter-screen for ROR gamma inhibitors: Gal4-VP16 reporter | 310,000 tested, 3.5% active | AID 2546 | Potency, µM (series often up to 53.6 µM), inactives show at the highest dose activity, negative = inhibition, usual class: inhibitors | Drosophila S2 Gal4-VP16 UAS-luciferase, luminescence, 20 h;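 also: Gal4-VP16 expression switched on by copper sulfate through the metallothionein promoter; % is scaled to controls: 0 for no effect and ±100 for the full control effect; nearly all actives have a fitted effect of over 50% in size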
# CXXC DNA block – blocks binding of human MLL CXXC domain to DNA. Q03164. MLL-CXXC / FITC-HOXA9 DNA fluorescence polarization. Potency, µM (top dose mostly 115 µM), without a hit: at the highest dose activity change, negative = inhibition, usual class: inhibitors. 290,000 tested, 0.037% active. AID 2662; active = well fitted inhibition curve with a large enough effect in the polarisation, with a control signal flat, not every such curve was filed as active; inconclusive = small, poorly fitted or top-dose-only effect, or effect the other way, or a change in a side signal; inactive = no such curve, though single readings can be large or run the other way; the % refers to the polarisation
#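 Purified MLL-CXXC (added from a 7 uM solution) was preincubated 5 min at ambient with pinned compounds in 50 mM Tris-HCl pH 7.5, 50 mM NaCl, 1 mM DTT, 0.05% BSA. Fluorescein-labeled HOX-A9 DNA (50 nM solution) followed, 30 min, then polarization read.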
# BRCA1 expr act – BRCA1 expression activation. MCF7-BRCA1-FFLuc reporter, luminescence, 48 h; response scale: scaled: vehicle 0%, 10 µM genistein 100%. Potency, µM (highest dose often 46.1 µM), without a hit: top-dose activation, actives largely listed as activators. 380,000 tested, 1.1% active. AID 624202; also: nearly all actives have a fitted effect of over 80% in size; some results filed as inactive show a strong effect at the top dose
#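 Luminescence from a BRCA1-driven firefly luciferase in MCF7 cells was the read-out, taken 15 min after substrate addition following 48 h compound exposure at 37 °C. Data were normalized to a 10 microM genistein control and DMSO vehicle.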
# MBNL1-CUG inh – MBNL1-poly(CUG) RNA binding inhibition | 280,000 tested, 0.036% active | Potency, µM (doses to about 57.5 µM), without a hit: at the top dose activity change, negative = inhibition, most hits filed as inhibitors | AID 2675 | TR-FRET MBNL1-His/biotin-(CUG)12 binding, 665/545 ratio; active = well fitted inhibition curve with a large enough effect in the signal ratio, with a control signal flat, not every such curve was filed as active; inconclusive = small, poorly fitted or top-dose-only effect, or effect the other way, or a change in a side signal; inactive = no such curve, though single readings can be large or run the other way; the % refers to the signal ratio; also: % is scaled to controls: 0 for no effect and ±100 for the full control effect
#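 Ratiometric TR-FRET (665 over 545 nm, excitation 340 nm) tracks disruption of MBNL1-His/biotin-(CUG)12 complex after 60 min at room temperature, with compounds at 92 nM to 58 uM final.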
# NPC1 promoter act – NPC1 promoter activation | Huh7 NPC1 promoter luciferase reporter, 24 h | Potency, µM (top dose mostly 9.22 µM), without a hit: top-dose activation, actives largely listed as activators | 320,000 tested, 2.4% active;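 also: % of control where 0% means no effect; nearly all actives have a fitted effect of over 60% in size; reporter is driven by a mutant NPC1 promoter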
#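 NPC1 promoter–luciferase Huh7 cells; 24 h compound; luminescence.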
# uPA generation – blocks generation of uPA at the cell surface; cell surface uPA generation assay, qHTS; 330,000 tested, 0.31% active; AID 540303; Potency, µM (top dose mostly 38.3 µM), without a hit: top-dose activity change, negative = inhibition, hits mostly inhibitors; active = well fitted inhibition curve with a large enough effect; inconclusive = small, poorly fitted or top-dose-only effect; inactive = no such curve, though single readings can be large or run the other way; tested in mouse RAW 264.7 cells; also: % is scaled to controls: 0 for no effect and ±100 for the full control effect; nearly all actives have a fitted effect of over 55% in size
# FLuc counter – counter-screen for miR-21 project: firefly luciferase inhibitors or activators. 360,000 tested, 6.9% active. Potency, µM (highest dose often 57.5 µM), inactives show top-dose activity change, negative = inhibition, usual class: inhibitors. AID 588342. P08659. purified FLuc, Km substrates, luminescence inhibition;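 also: plate controls were vehicle for no effect and reference inhibitor for full effect; nearly all actives have a fitted effect of over 55% in size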
#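 Purified P. pyralis luciferase, 10 nM final, with Km-level 10 uM D-luciferin and 10 uM ATP in 50 mM Tris acetate pH 7.5, 10 mM Mg acetate, 0.01% Tween-20, 0.05% BSA; 6-point qHTS titration about 60 µM downward; luminescence read.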
# RORgamma inh – inhibitors of mouse ROR gamma transcriptional activity; Potency, µM (doses to about 53.6 µM), without a hit: at the highest dose activity change, negative = inhibition, most hits filed as inhibitors; Drosophila S2 Gal4-RORgamma UAS-luciferase reporter, 20 h; 310,000 tested, 5.4% active; P51450; also: % is scaled to controls: 0 for no effect and ±100 for the full control effect; nearly all actives have a fitted effect of over 60% in size
#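 Using a luciferase readout, inhibitors were identified by reduced reporter activity in Drosophila cells coexpressing a copper-inducible Gal4–ROR gamma fusion and UAS-driven Photinus luciferase, incubated 20 hr after 700 uM copper sulfate.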
# Rab9 promoter act – Rab9 promoter activation; Huh7 Rab9 promoter-luciferase reporter, luminescence, 24 h; 320,000 tested, 2.8% active; Potency, µM (series often up to 9.22 µM), inactives show at the top dose activation, negative = inhibition, most hits filed as activators; also: % of control where 0% means no effect; nearly all actives have a fitted effect of over 60% in size
#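 Stable Rab9-luc Huh7, 1500 cells/well, 2 h settle; cmpd in DMSO, 24 h, 37 °C/5% CO2; luciferase reagent 10 min RT; luminescence.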
# ELG1 genotoxic – inducers of genotoxicity in HEK293T ELG1-luciferase cells. HEK293T ELG1-luciferase reporter, luminescence, 16 h. Potency, µM (top dose mostly 46 µM), without a hit: at the top dose activity change, positive = activation, usual class: activators. 330,000 tested, 1.3% active; also: % of control where 0% means no effect; nearly all actives have a fitted effect of over 60% in size
#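 Screening used a luciferase reporter fused to human ELG1 in HEK293T cells. Luminescence was read on a CCD plate imager after 16 hr exposure and 30 min ONE-Glo incubation.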
# p53 reactivator – mutant p53 re-activation in reporter cells; 320,000 tested, 0.063% active; H1299 p53-A138V BP100-luciferase reporter, luminescence, 24 h; AID 504706; Potency, µM (top dose mostly 92.2 µM), without a hit: at the top dose activity change, positive = activation, actives largely listed as activators; also: % of control where 0% means no effect; nearly all actives have a fitted effect of over 45% in size
#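 p53-null H1299 cells stably carrying temperature-sensitive p53-A138V and a BP100-luciferase reporter were pinned with compounds (4-point, 1:5 series) and held 24 hrs at 37 deg C. Luminescence was read 10 min after detection reagent.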
# * marks the source's active call; other numbers are inactive results; u = inconclusive; x = not tested or not shown; [ ] = dose if it differs, or a comment. Unless noted, calls follow the shape of the dose curve; as a rule, active = well fitted curve in the direction sought with a large enough effect; inconclusive = small, poorly fitted or top-dose-only effect, or another doubt; inactive = no such curve, though single readings can be large; an effect the other way counts as inactive or inconclusive. Potency is read from the fitted curve at half-maximal effect. Some of the compounds tested, so the mix of outcomes need not match the whole.
1. CCOC(=O)N1CCN(Cc2nc(-c3cccc(Cl)c3)no2)CC1
2. COc1cccc(CN(C)C(c2ccccc2)c2ccccc2)c1OC
3. O=C(CC1CCCCC1)Nc1nc2ccccc2s1
4. CCc1[nH]nc(C(=O)N2CCCC(Nc3cccc(F)c3)C2)c1C (configuration not stated)
5. N#C/C(=C\Nc1ccccc1SC(F)(F)F)c1nc(-c2ccc(F)cc2)cs1
6. COc1cccc(/C=N/NC(=S)Nc2cccnc2)c1
entry no.	1	2	3	4	5	6
BRCA1 expr act	-7%	-21%	u	-4%	-20%	64%
ELG1 genotoxic	0%	-4%	u	u	7%	9%
FLuc counter	3%	2%	u	-13%	-3%	15µM*
uPA generation	-1%	-2%	-2%	9%	-8%	-8%
RORgamma inh	37%	-24%	-11%	34%	-1%	2.5µM*
p53 reactivator	-1%	5%	u	u	-8%	2%
MBNL1-CUG inh	4%	-3%	-1%	0%	u	10%
NPC1 promoter act	1%	-1%	1.8µM*	0%	-1%	8%
Rab9 promoter act	4%	-1%	1.6µM*	3%	0%	8%
VP16 counter	-2%	-6%	1%	-2%	2%	3.2µM*
CXXC DNA block	-6%	7%	1%	28%	u	3%

# NPC1 promoter act, what is marked active above.
no.	SMILES	uPA generation	RORgamma inh	p53 reactivator	MBNL1-CUG inh	NPC1 promoter act	Rab9 promoter act	CXXC DNA block
3	O=C(CC1CCCCC1)Nc1nc2ccccc2s1	-2%	-11%	u	-1%	1.8µM*	1.6µM*	1%

# Remaining list, next part.
7. COc1ccc(-c2cc(NC(=O)c3cncn3-c3ccccc3)ccc2OC)cc1
8. COc1ccc(N2CCN(C(=O)CCCC3=NS(=O)(=O)c4ccccc4N3)CC2)cc1
9. Cc1noc(C)c1C(=O)NCc1ccccc1
10. COC(=O)c1scc(C#N)c1N/N=C(\C#N)S(=O)(=O)c1ccc(Cl)cc1
11. Cc1nc(P(=O)(c2ccccc2)c2ccccc2)c(N2CCOCC2)o1
12. O=C1CN(C(=O)COC(=O)CNC(=O)c2ccc(Br)o2)c2ccccc2N1
entry no.	7	8	9	10	11	12
BRCA1 expr act	-69%	0%	-3%	-12%	-6%	-9%
ELG1 genotoxic	6%	-2%	-3%	-11%	1%	-1%
FLuc counter	-3%	-6%	1%	-3%	3%	-2%
uPA generation	9%	0%	1%	-4%	3%	-3%
RORgamma inh	23%	u	4%	u	-8%	-5%
p53 reactivator	3%	-8%	3%	-5%	-26%	-1%
MBNL1-CUG inh	1%	-1%	-12%	6%	-7%	-6%
NPC1 promoter act	-1%	4%	1%	-5%	2%	0%
Rab9 promoter act	5%	-3%	-3%	-6%	-9%	-2%
VP16 counter	-4%	-10%	0%	-28%	5%	-5%
CXXC DNA block	16%	12%	2%	-2%	-1%	-17%

# Sorted by the number under Rab9 promoter act (falling): three from the list above.
item | structure | uPA generation | RORgamma inh | p53 reactivator | MBNL1-CUG inh | NPC1 promoter act | Rab9 promoter act | CXXC DNA block
12 | O=C1CN(C(=O)COC(=O)CNC(=O)c2ccc(Br)o2)c2ccccc2N1 | -3% | -5% | -1% | -6% | 0% | -2% | -17%
8 | COc1ccc(N2CCN(C(=O)CCCC3=NS(=O)(=O)c4ccccc4N3)CC2)cc1 | 0% | u | -8% | -1% | 4% | -3% | 12%
10 | COC(=O)c1scc(C#N)c1N/N=C(\C#N)S(=O)(=O)c1ccc(Cl)cc1 | -4% | u | -5% | 6% | -5% | -6% | -2%

# Values in list order from the list.
# NPC1 promoter act for nos. 7 to 12: -1%, 4%, 1%, -5%, 2%, 0%
# RORgamma inh for nos. 7 to 12: 23%, u, 4%, u, -8%, -5%

# The list continues.
13. O=C1NN(c2ccc(F)c(Cl)c2)C(=O)/C1=C\c1cccc(OC(=O)c2cccs2)c1
14. COc1cc(-c2nc(Cc3ccccc3Cl)no2)cc(OC)c1OC
15. Cc1onc(-c2ccccc2)c1C(=O)OCC(=O)Nc1ccc(C#N)cc1
16. CCc1ccc(NC(=O)c2[nH]c(C)c(C(C)=O)c2C)cc1
17. CCN1CCN(C(=O)C2c3cc(OC)c(OC)cc3C(=O)N3CCc4ccccc4C23)CC1 (configuration not stated)
18. COC(=O)c1ccc(Cl)c(NC(=O)CN2CCC(C)CC2)c1
entry no.	13	14	15	16	17	18
BRCA1 expr act	-34%	-24%	-25%	u	9%	-55%
ELG1 genotoxic	-2%	-2%	-2%	u	2%	-2%
FLuc counter	u	0%	-1%	12µM*	2%	u
uPA generation	-3%	x	5%	-2%	2%	23%
RORgamma inh	33%	12%	x	1%	-19%	1%
p53 reactivator	0%	-3%	-5%	u	2%	-3%
MBNL1-CUG inh	2%	-8%	x	16%	-6%	-2%
NPC1 promoter act	6%	2%	-14%	1.6µM*	2%	11%
Rab9 promoter act	6%	0%	-24%	1.6µM*	-6%	-5%
VP16 counter	13%	-5%	x	u	2%	-8%
CXXC DNA block	u	2%	x	5%	3%	18%

19. Cc1ccc(CN2CCN(Cc3ccccc3-c3ccco3)CC2CCO)o1 (configuration not stated)
20. CCc1cc(C(=O)Cc2cnn(-c3ccccc3)c2)c(O)cc1O
21. Cc1ccc(C(=O)NCC2CCCO2)cc1[N+](=O)[O-] (configuration not stated)
22. Cc1ccc(S(=O)(=O)N2CCCCC2C(=O)N2CCN(Cc3ccccc3)CC2)cc1 (configuration not stated)
23. O=S(=O)(CCSc1nc2ccccc2s1)c1nc2ccccc2s1
24. COc1ccc(C(NC(=O)CNC(C)=O)C(=O)Nc2ccc3c(c2)OCCO3)cc1 (configuration not stated)
entry no.	19	20	21	22	23	24
BRCA1 expr act	0%	-18%	12%	-53%	-66%	9%
ELG1 genotoxic	-4%	2%	6%	-2%	-18%	6%
FLuc counter	6%	-4%	-1%	1%	0%	-15%
uPA generation	0%	1%	2%	x	-10%	-7%
RORgamma inh	17%	u	23%	0%[10 µM]	7.1µM*	-11%
p53 reactivator	-3%	6%	4%	-1%	-18%	0%
MBNL1-CUG inh	2%	-13%	x	5%	-3%	-10%
NPC1 promoter act	-3%	10%	-1%	-3%	-4%	-3%
Rab9 promoter act	0%	-3%	2%	1%	-14%	2%
VP16 counter	-8%	u	5%	9%	16µM*	0%
CXXC DNA block	-3%	-5%	13%	12%	u	-5%

25. COc1cc2c(cc1OC)C1O[C@](CCCCN3C(=O)c4ccccc4C3=O)(C2)OC2=C1C(=O)OC1(CCCCC1)C2
26. Cn1nc(-c2ccc(Cl)cc2)c2cc(C(=O)NCc3ccco3)sc21
27. Cc1cccc2c1cnn2C(=O)Nc1ccccc1Br
28. CCN1CCN(C(=O)CN(CC)S(=O)(=O)c2ccc(Cl)cc2)CC1
29. CCC(=O)Nc1sc(Cc2ccccc2)c(C)c1C(N)=O
30. CCC(Sc1ccccc1C(=O)O)C(=O)O (configuration not stated)
31. Cc1cc(=O)oc2cc(OCC(=O)N3CCC(C(N)=O)CC3)ccc12
32. CCOC(=O)N1CCN(S(=O)(=O)c2ccc3c(c2)C(C)C(=O)N3)CC1 (configuration not stated)
33. Cc1ccc(S(=O)(=O)NCc2cccnc2)cc1
entry no.	25	26	27	28	29	30	31	32	33
BRCA1 expr act	x	-60%	53%	-1%	-19%	8%	-8%	-36%	0%
ELG1 genotoxic	x	-8%	7%	x	-9%	1%	-4%	1%	-3%
FLuc counter	-1%[11.5 µM]	-1%	u	-3%	-7%	3%	-2%	2%	1%
uPA generation	x	-9%	-1%	x	-8%	1%	2%	9%	2%
RORgamma inh	21%[10 µM]	14%	8%	-7%	u	-10%	31%	x	6%
p53 reactivator	x	-6%	16%	x	-5%	-2%	13%	-5%	x
MBNL1-CUG inh	3%[11.5 µM]	3%	-7%	-1%	-6%	-3%	10%	x	1%
NPC1 promoter act	1%[1.84 µM]	-8%	u	x	-1%	-2%	-1%	1%	6%
Rab9 promoter act	-3%[1.84 µM]	-12%	u	x	-3%	2%	-4%	0%	6%
VP16 counter	-4%[10 µM]	u	9%	-1%	8%	9%	-11%	x	-7%
CXXC DNA block	-18%[23 µM]	7%	-6%	-3%	-10%	-7%	5%	x	1%
